UDG counterscr: UDG inhibition counter-screen. actives 0.14% (n = 91,000). FRET deamination/UDG coupled assay, UDG read, 4 h. Potency, µM (titrated, usually from 115 µM), inactives show top-dose activity change, negative = inhibition, most hits filed as inhibitors. AID 1347430; also: nearly all actives have a fitted effect of over 65% in size
AID inh: activation induced cytidine deaminase inhibition; Q9GZX7; AID deamination FRET fluorescence, UDG-coupled, 4 h; Potency, µM (titrated, usually from 115 µM), inactives show at the top dose activity change, negative = inhibition, most hits filed as inhibitors; actives 0.32% (n = 91,000); also: nearly all actives have a fitted effect of over 25% in size
Target sequence (Q9GZX7 whole entry, looked up): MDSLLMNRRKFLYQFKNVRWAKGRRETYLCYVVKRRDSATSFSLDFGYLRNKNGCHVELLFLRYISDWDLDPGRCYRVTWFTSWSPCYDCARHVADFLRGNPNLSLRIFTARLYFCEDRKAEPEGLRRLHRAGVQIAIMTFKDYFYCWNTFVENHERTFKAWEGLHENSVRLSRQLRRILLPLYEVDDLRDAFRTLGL
The depositor's hits bear a star; ? = inconclusive; [ ] = another dose, or the depositor's remark. Calls follow the shape of the dose curve; as a rule, active = well fitted curve in the direction sought with a large enough effect; inconclusive = small, poorly fitted or top-dose-only effect, or another doubt; inactive = no such curve, though single readings can be large; an effect the other way counts as inactive or inconclusive. % is scaled to controls: 0 for no effect and ±100 for the full control effect; potency is read from the fitted curve at half-maximal effect. Some of the compounds tested; the hit share may differ from the screen's.

#1 O=C(Nc1cc(-c2nc3ccccc3o2)ccc1Cl)c1ccc(N2CCCCC2)c([N+](=O)[O-])c1
#2 O=[N+]([O-])c1ccc2nc(C(F)(F)F)[nH]c2c1
#3 COc1ccc(OCCn2cc(C(=O)c3ccco3)c3ccccc32)cc1
#4 COc1cc(Cl)c(C)cc1NC(=O)Cn1cnc2sc(C)c(S(=O)(=O)N3CCCCC3)c2c1=O
#5 O=C(Nc1ccc(C(F)(F)F)cc1)c1cc(S(=O)(=O)NC2CCCCC2)ccc1F
#6 NC(=NCc1ccccc1)NCc1ccc(F)cc1
#7 CCOc1ccc(NC(=O)N(Cc2cn(CC)c3ccccc23)C2CCCCCC2)cc1
#8 Cc1cccc(N2CCN(C(=O)c3cccc(-n4c(C)nc5cccnc54)c3)CC2)c1C
entry no.,1,2,3,4,5,6,7,8
UDG counterscr,-8.7%,-6.3%,-18.1%,7.7%,2.0%,3.0%,-9.9%,14.7%
AID inh,-1.6%,-2.7%,?,-0.5%,-28.6%,-7.5%,?,17.3%

In the list so far, these have a CF3 group.
#2 O=[N+]([O-])c1ccc2nc(C(F)(F)F)[nH]c2c1
#5 O=C(Nc1ccc(C(F)(F)F)cc1)c1cc(S(=O)(=O)NC2CCCCC2)ccc1F
entry no.,2,5
UDG counterscr,-6.3%,2.0%
AID inh,-2.7%,-28.6%

Further records.
#9 O=C(NCCCN1CCOCC1)c1ccc2c(c1)N(Cc1cccc(Cl)c1)C(=O)c1ccccc1S2
#10 N#Cc1cccnc1SCc1cccc(C(F)(F)F)c1
#11 Nc1nc(Cl)nc(NCc2ccccc2)c1[N+](=O)[O-]
#12 O=C(/C=C/c1ccc(OCc2ccccc2)cc1)c1ccc(N2CCOCC2)cc1
#13 COCCn1c(CNC(=O)c2ccccc2C)nc2cccnc21
#14 CCOc1ccc(S(=O)(=O)NCC(c2ccco2)S(=O)(=O)c2ccc(F)cc2)cc1 (centres undefined)
#15 COc1ccc(-c2nc(-c3ccccc3)c(-c3ccc(O)cc3)[nH]2)cc1
#16 CC(C)(C)NC(=S)N1CCn2cccc2C1c1ccccc1F (centres undefined)
entry no.,9,10,11,12,13,14,15,16
UDG counterscr,-9.4%,-14.5%,-4.6%,-13.5%,-8.1%,-0.3%,-10.5%,-2.2%
AID inh,-18.8%,-23.5%,0.5%,-16.9%,36.9%[activator],10.1%,8.0%,2.6%

#17 CC(C)c1ccc(Nc2c(-c3ccco3)nc3ccccn23)cc1
#18 CCOc1cc(CNCC2CCCO2)ccc1OCc1ccccc1 (centres undefined)
#19 Cc1ccc(C(CNC(=O)c2ccco2)N2CCC(C)CC2)o1 (centres undefined)
#20 COC(=O)c1cccc(NC(=O)CN2CCN(c3oc(-c4ccco4)nc3C#N)CC2)c1
#21 COc1ccccc1-n1ncc2c(=O)[nH]c(SCC(=O)Nc3ccc(Cl)cc3)nc21
#22 CC(C)Oc1ccccc1-c1cc(C(=O)O)c2ccccc2n1
#23 COc1cc2c(cc1OC)C1CC(=O)C(CC(C)C)CN1CC2 (centres undefined)
#24 CCOC(=O)CSc1nc2c(sc3ccccc32)c(=O)n1CCO
entry no.,17,18,19,20,21,22,23,24
UDG counterscr,-9.4%,-3.1%,-8.7%,1.9%,4.3%,-5.9%,-6.3%,-3.0%
AID inh,120.1%[activator],1.8%,-1.9%,1.0%,-12.8%,5.9%,-0.8%,14.2%

6 structures out of the list, arranged by molar mass, low to high:
#19 Cc1ccc(C(CNC(=O)c2ccco2)N2CCC(C)CC2)o1 (centres undefined)
#17 CC(C)c1ccc(Nc2c(-c3ccco3)nc3ccccn23)cc1
#16 CC(C)(C)NC(=S)N1CCn2cccc2C1c1ccccc1F (centres undefined)
#18 CCOc1cc(CNCC2CCCO2)ccc1OCc1ccccc1 (centres undefined)
#24 CCOC(=O)CSc1nc2c(sc3ccccc32)c(=O)n1CCO
#20 COC(=O)c1cccc(NC(=O)CN2CCN(c3oc(-c4ccco4)nc3C#N)CC2)c1
entry no.,19,17,16,18,24,20
UDG counterscr,-8.7%,-9.4%,-2.2%,-3.1%,-3.0%,1.9%
AID inh,-1.9%,120.1%[activator],2.6%,1.8%,14.2%,1.0%

The list goes on:
#25 CCNC(=S)NNC(=O)c1ccc(C(C)C)cc1
#26 CCc1ccccc1NC(=O)CN(C)C(=O)c1cc2ccc(F)cc2nc1C
#27 COC(=O)CCCCCNC(=O)C(SCc1ccccc1)C(C)C (centres undefined)
#28 CCC(=O)N1CCN(c2oc(/C=C/c3ccc(Cl)cc3)nc2C#N)CC1
#29 Cc1ccc(C(=O)N(Cc2sccc2C)C2CCS(=O)(=O)C2)cc1 (centres undefined)
#30 N#Cc1cccnc1NCCNc1cc(Cl)nc(N)n1
#31 COC(=O)C1=C(C)NC(=O)C1(NC(=O)c1cccc(C)c1)C(F)(F)F (centres undefined)
#32 C/C(=N\NC(=O)CCC(=O)NCc1ccccc1)c1ccc(Cl)cc1
entry no.,25,26,27,28,29,30,31,32
UDG counterscr,-8.3%,10.1%,-3.1%,-1.1%,-5.5%,0.7%,-5.0%,1.0%
AID inh,-3.8%,-1.5%,-5.1%,0.7%,11.2%,9.0%,-9.0%,-6.9%

#33 COc1ccc(C(CNC(=O)c2oc3ccccc3c2C)N2CCCCC2)cc1 (centres undefined)
#34 O=C(Nc1c(-c2ccc(F)cc2)nc2ccccn12)c1cccc(F)c1
#35 O=C(CCc1ncc(-c2ccccc2)o1)NC1CCS(=O)(=O)C1 (centres undefined)
#36 CCCCn1nc(C(=O)N2CCCC2c2ccc3c(c2)OCCO3)c2ccccc2c1=O (centres undefined)
#37 NCCC(=O)N1CCCC1
#38 CCCCCCCn1c(SCCC(=O)O)nc2c1c(=O)[nH]c(=O)n2C
#39 Cc1ccc(C(=O)OC(C)C(=O)NC(=O)NC2CCCCC2)c(O)c1 (centres undefined)
#40 CCN(CC)S(=O)(=O)c1ccc(N(C)C)c(NS(=O)(=O)c2cc(C)ccc2C)c1
entry no.,33,34,35,36,37,38,39,40
UDG counterscr,-21.1%,-11.7%,0.1%,-6.5%,-1.3%,4.1%,-6.1%,-8.7%
AID inh,?,-8.3%,-5.8%,-7.4%,9.3%,-3.4%,-4.6%,-4.3%

#41 O=C(COc1ccccc1Cl)Nc1ccccc1OCc1cc(=O)n2ccccc2n1
#42 N#Cc1ccc(NS(N)(=O)=O)cc1
#43 C=CCSc1ccccc1NC(=O)c1sccc1C
#44 O=C(CCc1c[nH]c2ccccc12)N1CC=C(c2ccccc2)CC1
#45 CCCCNC(=O)c1c(-c2ccccc2)nnc2ccccc12
#46 Cc1cc(=O)n2nc(N(C)CC(=O)NCc3ccc(Cl)cc3)sc2n1
#47 CC(OC(=O)C1=COCCO1)C(=O)Nc1ccc(N2CCOCC2)cc1 (centres undefined)
#48 O=C(Cn1ccc2ccc(Br)cc21)NCCCO
entry no.,41,42,43,44,45,46,47,48
UDG counterscr,2.9%,0.8%,2.8%,-12.6%,0.6%,-1.5%,11.1%,11.7%
AID inh,12.6%,-4.4%,-1.2%,-14.7%,-6.5%,4.2%,-1.5%,12.4%

#49 CN(Cc1ccc2ccccc2c1)C(=O)CN(C)c1ncnc2nc[nH]c12
#50 COc1ccc2c(c1)sc1ncc(C(=O)NCc3ccc(Cl)cc3)c(=O)n12
#51 O=C(NCc1cccnc1)c1cc(-c2ccncc2)nc2ccccc12
#52 COc1cc(/C=C/C(=O)c2ccccc2OC)ccc1OC(F)F
#53 CCOc1ccccc1NC(=O)Cc1c[nH]c2ccccc12
#54 Cc1ccn2c(Nc3ccc4c(c3)OCCO4)c(-c3cccs3)nc2c1
#55 O=C(CSCc1cccs1)NCC1CC1
#56 O=C(COC(=O)COc1ccc(C2SCCCS2)cc1)Nc1c(F)cccc1F
entry no.,49,50,51,52,53,54,55,56
UDG counterscr,5.8%,-7.1%,2.3%,-1.8%,-13.5%,-3.5%,6.7%,3.6%
AID inh,-2.1%,-11.8%,2.5%,-26.5%,-20.8%,4.4%,3.0%,-3.9%

#57 CC1CC(C)CN(C(=O)c2ccc(C(C)(C)C)cc2)C1 (centres undefined)
#58 COc1cc(O)c2c(=O)cc(-c3ccccc3)oc2c1
#59 CCCCC(=O)Nc1oc2c(C)cccc2c(=O)c1-c1ccccc1
#60 CC(C)(C)CC(=O)Nc1nnc2n1CCS2
#61 CCOC(=O)c1cc(-c2ccc(C)cc2)n(CCCC(=O)Nc2cc(C)ccc2C)c1
#62 COc1ccc(CNC(=O)c2ccc(CS(=O)c3ccc(C)cc3)o2)cc1OC (centres undefined)
#63 CN(C)C(=O)c1ccc(-c2ccc(Br)cc2)s1
#64 CCOc1ccc(C2CC(=O)Nc3c2c(=O)nc(SCc2ccccc2C)n3C)cc1OC (centres undefined)
entry no.,57,58,59,60,61,62,63,64
UDG counterscr,14.1%,83.8%[activator],79.4µM*,4.5%,6.6%,1.9%,5.2%,1.8%
AID inh,-5.0%,-7.5%,-12.4%,12.4%,0.8%,2.4%,7.4%,-8.2%

#65 COc1ccc(CNC(=O)C(C)OC(=O)c2ccc3c(c2)NC(=O)CS3)cc1OC (centres undefined)
#66 Cc1cccc(C(=O)NCCc2sc(-c3ccccc3)nc2C)c1
#67 CCOC(=O)c1cccc(NC(=O)c2nn(-c3ccc(OC)cc3)c(=O)c3c2c2ccccc2n3C)c1
#68 CC(C)c1ccccc1NC(=O)CSC1=Nc2ccccc2C2CC=NN12 (centres undefined)
#69 O=C(NC1CC1)C(Sc1c(Cl)cccc1Cl)c1ccccc1 (centres undefined)
#70 O=C(CSc1nc2ccccc2nc1N1CCCCC1)Nc1ccc(F)cc1
#71 CCc1cnc2c(c1SCc1cc(OC)cc(OC)c1)c(=O)n(C)c(=O)n2C
#72 COc1ccc(C)cc1CN(C)C(=O)Cc1c[nH]c2ccccc12
entry no.,65,66,67,68,69,70,71,72
UDG counterscr,2.9%,-5.7%,2.4%,1.7%,-2.0%,-2.4%,7.3%,-4.1%
AID inh,-3.1%,-6.7%,6.2%,-6.0%,-11.8%,-2.8%,5.1%,-11.9%

#73 CS(=O)(=O)c1cccc(C(=O)N2CCN(CCc3ccccc3)CC2)c1
#74 Cc1ccccc1NC(=O)CSc1cn(CC(=O)N2CCCC2)c2ccccc12
#75 CC(C)c1ccc(S(=O)(=O)c2nnn3c2nc(N2CCN(C)CC2)c2sccc23)cc1
#76 C=CCNC(=S)NNC(=O)C1CC1
#77 O=C(NCc1cccc(Cl)c1)C1CCCN(c2nn3cc(-c4ccc(F)cc4)nc3s2)C1 (centres undefined)
#78 Cc1ccc(N2C(=O)CSC23C(=O)N(CC(=O)NCCc2ccccc2)c2ccccc23)cc1 (centres undefined)
#79 O=C(NCCCCc1ccccc1)NCc1ccc(CN2CCCC2)cc1
#80 CC(C)C(=O)N/N=C/c1cccs1
entry no.,73,74,75,76,77,78,79,80
UDG counterscr,-4.0%,7.6%,18.5%,-0.5%,33.9%[activator],-13.4%,-0.9%,-8.7%
AID inh,1.3%,11.3%,17.8µM*,-4.7%,-22.7%,?,-8.3%,-9.8%

#81 Cc1ccc2[nH]c3c(=O)n(CC(=O)N4CCCC(C)C4)ncc3c2c1 (centres undefined)
#82 CCC1CCc2nc3sc(C(=O)Nc4ccc(F)c(F)c4)c(N)c3cc2C1 (centres undefined)
#83 COc1ccc2c(c1)c1c(c(=O)n(-c3cccc(C)c3)c(=O)n1Cc1cccc(Cl)c1)n2C
#84 COc1cc(C)cc2oc(=O)c(CC(=O)NCCc3ccc(Cl)cc3)c(C)c12
#85 N#Cc1nc(COc2ccc(Br)cc2)oc1N1CCCCC1
#86 COCCNc1ncnc2c1c(-c1ccccc1)cn2-c1ccc(C)c(Cl)c1
#87 CCC(C)NC(=O)C(C)NC(=O)NCc1ccc(C(F)(F)F)cc1 (centres undefined)
#88 Cc1cc2oc(C(=O)N(Cc3ccccc3)C3CCS(=O)(=O)C3)cc(=O)c2cc1C (centres undefined)
#89 CCCNC(=O)C1CCC(Cn2c(=O)c3sccc3n(Cc3ccccc3F)c2=O)CC1 (centres undefined)
#90 CCc1ccccc1Nc1nc2ccccc2c2nncn12
#91 Cc1ccccc1CNC(=O)C(C)N(c1ccccc1)S(C)(=O)=O (centres undefined)
entry no.,81,82,83,84,85,86,87,88,89,90,91
UDG counterscr,13.8%,-0.8%,1.4%,?,-1.0%,-6.4%[57.5 µM],-4.6%,-4.7%,-1.1%,10.3%,1.1%
AID inh,7.0%,12.1%,5.0%,5.6%,-15.7%,-26.0%,-1.4%,-14.0%,-24.2%,11.3%,?

Compound activity from PubChem BioAssay.
